KB-V1 MDR tox = KB-V1 MDR subline cytotoxicity. KB-V1 MDR cells viability, CellTiter-Glo, 72 h. Potency, µM (top dose mostly 46.1 µM), for inactives: top-dose activity change, negative = cytotoxicity, most hits filed as cytotoxic. hit rate 3.4% among 400,000. AID 1347076; also: potency is read from the fitted curve at half-maximal effect; % is scaled to controls: 0 for no effect and ±100 for the full control effect; nearly all actives have a fitted effect of over 60% in size
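KB-V1, DMEM (no phenol red) + 10% FBS; cpd pin-transferred, titration series; 72 h, 37 degrees C; CellTiter-Glo, luminescence. Data normalized, curve-fit.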
ATXN viability = viability counter-screen for ATXN expression inhibitors | S2 cells (HEK-293 line with an ATXN2-luciferase reporter) viability, CellTiter-Fluor protease fluorescence, 24 h | Potency, µM (top dose mostly 56.7 µM), actives largely listed as cytotoxic | hit rate 0.49% among 400,000 | AID 651635; also: potency is read from the fitted curve at half-maximal effect; nearly all actives have a fitted effect of over 40% in size
HT1080-NT tox = kills 2HG-producing HT-1080-NT fibrosarcoma cells. HT-1080-NT fibrosarcoma viability, CellTiter-Glo ATP luminescence, 48 h. Potency, µM (titrated, usually from 46.1 µM), for inactives: at the highest dose activity, negative = less viability, usual class: cytotoxic. hit rate 1.6% among 360,000. AID 686970;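 also: NT is the 2HG producing partner of a matched IDH1 knockdown line; potency is read from the fitted curve at half-maximal effect; 0% = DMSO-treated cells and -100% = media-only wells without cells; nearly all actives have a fitted effect of over 55% in size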
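Read-out is CellTiter-Glo luminescence after 10 minutes at room temperature, following 48 hours' compound treatment of HT-1080-NT cells (750 cells/well, RPMI, 5% FBS, 37 degrees C).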
ATXN2 expr inh = inhibitors of ATXN2 expression; Potency, µM (doses to about 57 µM), for the others: at the top dose activity change, negative = inhibition, most hits filed as inhibitors; hit rate 0.72% among 360,000; HEK-293 ATXN2-luciferase reporter, luminescence, 24 h; also: potency is read from the fitted curve at half-maximal effect; % is scaled to controls: 0 for no effect and ±100 for the full control effect; nearly all actives have a fitted effect of over 55% in size
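qHTS (up to 57 uM final) was run with 24 h compound exposure of reporter cells at 37 °C. Each well was multiplexed: SteadyGlo luminescence measured ATXN2-luciferase expression after a fluorogenic Gly-Phe-AFC viability readout (25 uM final).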
SW480 rereplic = DNA re-replication induction in SW480 cells; SW480 DNA re-replication, Hoechst DNA content imaging, 48 h; Potency, µM (series often up to 46.1 µM), for the others: top-dose re-replication activation, actives largely listed as activators; hit rate 1.8% among 340,000; also: potency is read from the fitted curve at half-maximal effect; % of control where 0% means no effect; nearly all actives have a fitted effect of over 55% in size
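SW480 cells exposed to compounds for 48 hr at 37 C, 5% CO2, then Hoechst-stained 40 min. Nuclear DNA content imaged by fluorescence scanning (405 nm excitation, 500-530 nm emission); re-replication scored as increased high-intensity nuclei.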
MCF10A rereplic = DNA re-replication induction in MCF 10a cells; MCF 10A DNA re-replication, Hoechst nuclear intensity, 48 h; Potency, µM (top dose mostly 46.1 µM), for the others: at the highest dose activity, positive = re-replication, usual class: activators; hit rate 2.9% among 350,000; also: potency is read from the fitted curve at half-maximal effect; % of control where 0% means no effect; nearly all actives have a fitted effect of over 50% in size
HT1080 IDH1KD tx = toxicity to HT-1080 IDH1 knockdown cells (counter line). hit rate 2% among 360,000. Potency, µM (series often up to 46.1 µM), for inactives: top-dose activity, negative = toxicity, usual class: cytotoxic. HT-1080 IDH1 knockdown viability, ATP luminescence, 48 h;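 also: potency is read from the fitted curve at half-maximal effect; 0% = DMSO wells and -100% = cell-free medium wells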
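Viability of IDH1-knockdown HT-1080 fibrosarcoma cells was assessed by CellTiter-Glo after 48 h at 37 °C with titrated compound; concentration-effect curves were classified by fit quality and response size.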
IL-1B inflam inh = blocks inflammasome-driven IL-1 beta release. THP-1 LPS/ATP IL-1B secretion, AlphaLISA, 16 h; active compounds read low. activity change, % at 57.5 µM. hit rate 4.7% among 360,000; in the data active = activity change below about -50%; inconclusive = mostly about -30% to -49%; also: % is scaled to controls: 0 for no effect and ±100 for the full control effect
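Secreted IL-1B measured by AlphaLISA bead assay after 16 h compound exposure of THP-1 cells; compounds (final up to 57.5 uM) added 1 h before LPS (250 ng/mL) and ATP (1.25 mM) stimulation; lower signal means less secretion.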
KB-3-1 cytotox = kills parental KB-3-1 adenocarcinoma cells; KB-3-1 viability, CellTiter-Glo ATP luminescence, 72 h; Potency, µM (titrated, usually from 46.1 µM), inactives show at the highest dose activity change, negative = cytotoxic, most hits filed as cytotoxic; hit rate 1.4% among 400,000; also: potency is read from the fitted curve at half-maximal effect; % is scaled to controls: 0 for no effect and ±100 for the full control effect; nearly all actives have a fitted effect of over 60% in size
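Parental KB-3-1 viability, qHTS format: 72 h compound exposure, 37 °C; CellTiter-Glo; media-only wells and DMSO plates as controls; concentration-effect fits on corrected data.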
* hit, by the source's call; i = inactive; ? = inconclusive; . = not tested or not shown; & = joins results of further samples; [ ] = dose if it differs, or a comment. Unless noted, calls follow the shape of the dose curve; as a rule, active = well fitted curve in the direction sought with a large enough effect; inconclusive = small, poorly fitted or top-dose-only effect, or another doubt; inactive = no such curve, though single readings can be large; an effect the other way counts as inactive or inconclusive. The order is random; any-hit rate near 11%.

SMILES	KB-V1 MDR tox	ATXN viability	HT1080-NT tox	ATXN2 expr inh	SW480 rereplic	MCF10A rereplic	HT1080 IDH1KD tx	IL-1B inflam inh	KB-3-1 cytotox
CN(C(=O)COC(=O)c1cn(-c2ccccc2)nc1-c1ccccc1)C1CCS(=O)(=O)C1 (configuration not stated)	-5%	i	-1%	5%	-16%	-1%	-1%	1	2%
O=C(C1CCCCC1)N1C[C@@H](O)[C@H](n2cc(C3CC3)nn2)C[C@@H]1c1ccccc1	-3%	i	4%	7%	.	.	10%	22	13%
CC(C)CN(C(=O)CCc1ccccc1)c1c(N)n(CC(C)C)c(=O)[nH]c1=O	1%	i	-5%	0%	4%	3%	12%	-8	-2%
COc1ccc(CCNC(=O)CC(NC(=O)c2ccccc2Cl)c2ccccc2)cc1 (configuration not stated)	?	?	1%	-2%	0%	7%	29%	8	4%
O=C(c1ccc(N2CCN(C(=O)c3ccc(F)c(F)c3)CC2)cc1)c1cccc(F)c1	?	i	-19%	?	27%	?	-10%	-21	?
CCCCNC(=O)C1(C)CCN1C(=O)c1oc2ccccc2c1C (configuration not stated)	0%	i	22%	7%	.	.	1%	91	0%
COc1ccc2c(c1)CCc1c(C(=O)N3CCc4ccccc4C3)noc1-2	3%	i	11%	24%	1%	?	12%	-23	15%
CCCCn1nc2cc(C(=O)NCCc3cccs3)ccc2c1OCC	-11%	i	2%	11%	16%	-8%	-2%	-7	7%
O=C(O)c1cc([N+](=O)[O-])c(NCCC2=CCCCC2)c([N+](=O)[O-])c1	0%	?	-5%	31%	-17%	-6%	-3%	23	-2%
N#CC(C#N)=C(Nc1ccc(F)cc1)SCc1cccc(Br)c1	9.2µM*	?	9.2µM*	?	?	3.3µM*	18µM*	-96*	10µM*
CC(NC(=S)Nc1ccc(Cl)cc1Cl)C(c1cccs1)N1CCCC1 (configuration not stated)	-3%	i	-11%	-3%	20%	?	-2%	-81*	-26%
S=c1[nH]nc(Cc2n[nH]c(=S)n2-c2ccccc2)n1-c1ccccc1	-14%	i	5%	.	-1%	7%	-4%	-7	1%
O=C(CCCN1C(=O)/C(=C/c2cccs2)SC1=S)NNC(=O)c1cccnc1	2%	?	3%	.	1%	8%	-5%	?	3%
C#CCOCCOCCOCCNc1nc(N2CCN(C(=O)Cn3cc(CCCN=C(N)N)nn3)CC2)nc(N2CCN(C(=O)[C@H]([C@@H](C)CC)n3cc(CCCCN)nn3)CC2)n1	-13%	i	7%	-1%	-35%[inhibitor]	-53%[inhibitor]	11%	-7	0%
COc1ccc(N2C(=O)CCC(C(=O)N3CCN(c4ccccn4)CC3)C2c2ccc(F)cc2)cc1 (configuration not stated)	-1%	i	2%	-12%[2.22 µM]	-5%	-23%	3%	4	0%
O=C(Nc1nnc([C@@H]2C[C@H](O)[C@@H](CO)O2)s1)Nc1ccccc1C(F)(F)F	-5%	i	0%	3%	.	.	16%	-12	15%
Cc1cccc(/C(N)=N/OC(=O)CCC2CCCCC2)c1	-1%	i	8%	31%	-3%	0%	3%	25	?
CC(Sc1ccc(Cl)cc1)C(=O)NCC1CCCO1 (configuration not stated)	15%	i	-1%	1%	-3%	-7%	-1%	-4	5%
CC(C)CN(CCNC(=O)CN1C(=O)CSc2ccc(S(=O)(=O)N3CCOCC3)cc21)CC(C)C	?	i	12%	-20%	7%	3%	12%	0	0%
O=C(O)COc1c(-c2ccco2)oc2ccccc2c1=O	2%	i	-1%	2%	-11%	4%	1%	18	-9%
Cc1ccc(S(=O)(=O)N2CCN(C(=O)c3ccc(N4CCC(C)CC4)c([N+](=O)[O-])c3)CC2)cc1	18µM*	?	2%	-17%	-5%	3%	-4%	?	-27%
CCn1c(O)c2ccc(C(=O)N=NC(=O)c3cccnc3)cc2c1O	19%	i	-1%	9%	-3%	-16%	10%	-2	2%
CCOC(=O)N1CCN(C(=O)c2cnn3c(C)c(Cc4ccc(C)cc4)c(C)nc23)CC1	3.7µM*	?	12%	7%	-6%	4%	11%	-3	6%
CCCNC(=O)CSc1nc(-c2cccs2)cc(C(F)(F)F)n1	?	i	1%	-15%	-5%	2%	1%	-3	-2%
O=C(Nc1cccnc1)c1ccc(CSc2ccccc2)cc1	?	i	-10%	27%	-17%	18%	-9%	21	-4%

Pulled by structure from the list above, 4 records:
SMILES	KB-V1 MDR tox	ATXN viability	HT1080-NT tox	ATXN2 expr inh	SW480 rereplic	MCF10A rereplic	HT1080 IDH1KD tx	IL-1B inflam inh	KB-3-1 cytotox
O=C(C1CCCCC1)N1C[C@@H](O)[C@H](n2cc(C3CC3)nn2)C[C@@H]1c1ccccc1	-3%	i	4%	7%	.	.	10%	22	13%
O=C(Nc1cccnc1)c1ccc(CSc2ccccc2)cc1	?	i	-10%	27%	-17%	18%	-9%	21	-4%
CC(NC(=S)Nc1ccc(Cl)cc1Cl)C(c1cccs1)N1CCCC1 (configuration not stated)	-3%	i	-11%	-3%	20%	?	-2%	-81*	-26%
Cc1cccc(/C(N)=N/OC(=O)CCC2CCCCC2)c1	-1%	i	8%	31%	-3%	0%	3%	25	?

Ordered by heavy-atom count (descending): three of the compounds above
SMILES	KB-V1 MDR tox	ATXN viability	HT1080-NT tox	ATXN2 expr inh	SW480 rereplic	MCF10A rereplic	HT1080 IDH1KD tx	IL-1B inflam inh	KB-3-1 cytotox
O=C(c1ccc(N2CCN(C(=O)c3ccc(F)c(F)c3)CC2)cc1)c1cccc(F)c1	?	i	-19%	?	27%	?	-10%	-21	?
CCCCNC(=O)C1(C)CCN1C(=O)c1oc2ccccc2c1C (configuration not stated)	0%	i	22%	7%	.	.	1%	91	0%
CC(Sc1ccc(Cl)cc1)C(=O)NCC1CCCO1 (configuration not stated)	15%	i	-1%	1%	-3%	-7%	-1%	-4	5%

Continued:
SMILES	KB-V1 MDR tox	ATXN viability	HT1080-NT tox	ATXN2 expr inh	SW480 rereplic	MCF10A rereplic	HT1080 IDH1KD tx	IL-1B inflam inh	KB-3-1 cytotox
O=C(O)Cn1nnc(COc2ccccc2)n1	30%	i	14%	1%	?	-18%	12%	24	0%
Cc1c(C(=O)Nc2cccc([N+](=O)[O-])c2)cnn1-c1ccccc1	-13%	i	0%	.	2%	14%	-4%	?	-7%
Cc1cccc(C)c1N1C(=O)c2ccccc2NC(=O)C1C(=O)NCCOc1ccccc1 (configuration not stated)	-5%	.	13%	.	.	.	24%	-19	16%
COc1ccc(-c2cc(=O)[nH]c(=S)[nH]2)cc1	?	i	0%	15%	-1%	4%	0%	2	3%
O=c1oc(-c2ccccc2F)nc2c1cnn2-c1ccccc1	9%	i	-29%	-39%	1%	18%	10%[9.24 µM]	12	-3%
COc1ccccc1NC(=O)c1cc[n+]([O-])cc1	17%	i	15%	.	0%	-1%	0%	5	-1%
CCc1nc2ccc(C(=O)N3CCN(c4cccc(C)c4C)CC3)cc2nc1CC	?	i	-13%	-14%	-1%	?	-2%	?	0%&-1%
CCOC(=O)c1nn(-c2ccc(F)cc2)c2nc(Nc3ccccc3)cc(=O)n12	27%	i	17%	-18%	-6%	12%	13%	37	-1%
CCCN1C2CCCC1CC(NC(=S)Nc1cccc(C)c1)C2 (configuration not stated)	-10%	.	0%	-17%	-18%	-6%	9%	?	-12%
CCc1cccc(CC)c1NC(=O)CCS(=O)(=O)c1ccc2c(c1)CCN2C(C)=O	-2%	i	.	-2%	.	.	.	.	0%
CCCCn1nc(C(=O)N2CCc3ccccc32)c2ccccc2c1=O	-24%	i	-28%	-12%	15%	-179%[0.0737 µM]	-1%	15	-18%
CCOC(=O)c1cccc(NC(=O)/C(=C\c2ccccc2)NC(=O)c2ccccc2Cl)c1	0%	i	-9%	-9%	-9%	-12%	?	14	2%
O=C(Nc1ccnn1C1CCN(C(=O)c2cccnc2)CC1)c1cccc(F)c1	16%	i	7%	.	.	.	2%	28	4%
CC(C)Oc1ccc(OCCSc2nc3ccccc3n2CC(=O)O)cc1	-6%	i	-3%	.	5%	2%	0%	2	-1%
CC(=NCC1CCNCC1)C1=C(O)CC(C)(C)CC1=O	12%	i	16%	3%	-7%	1%	26%	27	14%
COc1cccc(CN2CCN(C(=O)c3cccc4ccccc34)CC2)c1OC	-22%	i	-5%	-4%	1%	1%	-1%	-77*	7%
O=C(CC1N=C2c3ccccc3N=C(SCc3ccccc3Cl)N2C1=O)NCc1ccco1 (configuration not stated)	?	i	-5%	-3%	3%	0%	-30%	-16	?
Cc1nc(N2CCN(c3ccccn3)CC2)c2c(C)c(C(=O)Nc3ccc(F)c(Cl)c3)sc2n1	?	i	28%	-10%	?	?	15%	-58*	?
CCOC(=O)C1=C(C)N(CCO)C(=O)NC1c1cccc(O)c1 (configuration not stated)	6%	i	14%	9%	-2%	-2%	9%	26	24%
CN1CCN(c2ccc(S(=O)(=O)N3CCCCC3)cc2NC(=O)COc2ccc(F)cc2)CC1	?	i	1%	-12%	6%	24%	-15%	?	-3%
CCOc1ccccc1NC(=O)COC(=O)Cc1cccs1	-1%	i	-2%	-5%	?	?	24%	i	3%
O=C(NC1CCN(Cc2ccccc2)CC1)c1ccc(Cn2c(=O)c3ccccc3n(Cc3cccc(F)c3)c2=O)cc1	5%	i	.	3%	.	.	.	.	-7%
CCC(Sc1nc2sc(C(=O)OC)c(C)c2c(=O)n1N)C(=O)N(CC)CC (configuration not stated)	3.7µM*	i	4%	-4%	-7%	1%	6%	9	13%
Cc1onc(-c2ccccc2)c1C(=O)NC(C)CCc1ccccc1 (configuration not stated)	-6%	i	1%	-8%	-5%	-5%	-17%	-12	-2%
Cc1cccnc1NC(=S)NCCc1ccccc1	-23%	i	-11%	13%	-9%	5%	-3%	-21	7%

Screening results deposited in PubChem by National Center for Advancing Translational Sciences (NCATS).
